# Compound activity deposited in PubChem BioAssay by several laboratories.
# ASAP1 inh: inhibitors of human ASAP1 ArfGAP activity, primary screen, biochemical, fluorescence polarization | ASAP1-stimulated ARF1 GTP hydrolysis, GDP FP detection | actives 0.19% (n = 360,000) | inhibition, % at 16.5 µM; in the data active = inhibition above about 25%;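 also: 0% = vehicle with enzyme and substrate and 100% = no enzyme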
# FXN GAA850 act: FXN promoter activators, primary screen, cell-based, luciferase luminescence, HEK293 lucGAA850 | HEK293 lucGAA850 FXN promoter luciferase reporter, 24 h; percent of 10 µM SAHA response | activation, % at 6 µM | actives 0.56% (n = 360,000) | AID 540364, 2011;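 active = activation above the average of all compounds screened plus 3 SD, cutoff fixed separately per campaign, cut at about 7.5% in these data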;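 also: 0% = DMSO wells and 100% = 10 µM SAHA wells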
# ADAM10 inh: human ADAM10 inhibitors, primary screen, biochemical, QFRET, HTS; recombinant ADAM10, EDANS/DABCYL FRET peptide cleavage, 3 h; actives 0.62% (n = 370,000); Disintegrin and metalloproteinase domain-containing protein 10 (Homo sapiens), O14672; inhibition, % at 7 µM;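 active = inhibition above a per-campaign cutoff equal to the mean of compounds falling between control-based bounds plus 3 SD, cut at about 20% in these data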;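 also: 0% = DMSO wells while the 100% control is not disclosed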
# NPR1 activator: GC-A stimulated cGMP production enhancers – HEK293 GC-A cells, cGMP TR-FRET, EC30 ANP, primary screen | 0% at EC30 ANP, 100% saturating ANP | activation, % at 10 µM | actives 0.14% (n = 370,000); in the data active = activation above about 40%
# rCAG binder: binders of r(CAG) RNA repeats, primary screen, biochemical, fluorescence. actives 1.3% (n = 370,000). r(CAG) RNA repeat, TO-PRO-1 dye displacement fluorescence. AID 651821, 2012. inhibition, % at 3 µM;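 active = inhibition above the plate cutoff, the mean of all test compounds on that plate plus 3 SD, cut at about 35% in these data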;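 also: 0% = DMSO alone and 100% = 100 µM mitoxantrone as full dye displacement; higher means more dye released from RNA so lower well fluorescence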
# ARFGAP1 inhibitor: inhibitors of rat ARFGAP1 GAP activity, primary screen, biochemical, fluorescence polarization, GDP tracer. ADP-ribosylation factor GTPase-activating protein 1 (Rattus norvegicus), Q62848. Arfgap1-stimulated ARF1 GTP hydrolysis, GDP FP detection. inhibition, % at 16.5 µM. actives 0.26% (n = 360,000). AID 651572, 2012;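 active = inhibition above a per-plate limit, mean inhibition of low control wells plus 3 SD, cut at about 25% in these data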;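 also: 0% = DMSO wells with enzyme and 100% = wells lacking Arfgap1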
#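 Material: rat Arfgap1 GAP domain (His6, aa 1-136), purified enzyme. Also added: human ARF1(Δ1-17)-GTP substrate. Compound dosing: 16.5 µM single point, 1.26% DMSO. Timing: enzyme reaction 120 min at 25 °C after 20 min preincubation. Signal: GDP detection by fluorescence polarization. Read-out basis: percent inhibition of GAP-stimulated GDP formation, scaled between DMSO and no-Arfgap1 medians.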
# GC-B act: human GC-B receptor activators, primary screen, HEK293 GC-B cells, cGMP TR-FRET, EC30 CNP; 0% at EC30 CNP, 100% saturating CNP; activation, % at 10 µM; actives 0.11% (n = 370,000);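 active = activation at 10 µM reaching about 35% in either raw or pattern-adjusted values, limit read from the data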
# Target sequence (P20594 whole entry, looked up): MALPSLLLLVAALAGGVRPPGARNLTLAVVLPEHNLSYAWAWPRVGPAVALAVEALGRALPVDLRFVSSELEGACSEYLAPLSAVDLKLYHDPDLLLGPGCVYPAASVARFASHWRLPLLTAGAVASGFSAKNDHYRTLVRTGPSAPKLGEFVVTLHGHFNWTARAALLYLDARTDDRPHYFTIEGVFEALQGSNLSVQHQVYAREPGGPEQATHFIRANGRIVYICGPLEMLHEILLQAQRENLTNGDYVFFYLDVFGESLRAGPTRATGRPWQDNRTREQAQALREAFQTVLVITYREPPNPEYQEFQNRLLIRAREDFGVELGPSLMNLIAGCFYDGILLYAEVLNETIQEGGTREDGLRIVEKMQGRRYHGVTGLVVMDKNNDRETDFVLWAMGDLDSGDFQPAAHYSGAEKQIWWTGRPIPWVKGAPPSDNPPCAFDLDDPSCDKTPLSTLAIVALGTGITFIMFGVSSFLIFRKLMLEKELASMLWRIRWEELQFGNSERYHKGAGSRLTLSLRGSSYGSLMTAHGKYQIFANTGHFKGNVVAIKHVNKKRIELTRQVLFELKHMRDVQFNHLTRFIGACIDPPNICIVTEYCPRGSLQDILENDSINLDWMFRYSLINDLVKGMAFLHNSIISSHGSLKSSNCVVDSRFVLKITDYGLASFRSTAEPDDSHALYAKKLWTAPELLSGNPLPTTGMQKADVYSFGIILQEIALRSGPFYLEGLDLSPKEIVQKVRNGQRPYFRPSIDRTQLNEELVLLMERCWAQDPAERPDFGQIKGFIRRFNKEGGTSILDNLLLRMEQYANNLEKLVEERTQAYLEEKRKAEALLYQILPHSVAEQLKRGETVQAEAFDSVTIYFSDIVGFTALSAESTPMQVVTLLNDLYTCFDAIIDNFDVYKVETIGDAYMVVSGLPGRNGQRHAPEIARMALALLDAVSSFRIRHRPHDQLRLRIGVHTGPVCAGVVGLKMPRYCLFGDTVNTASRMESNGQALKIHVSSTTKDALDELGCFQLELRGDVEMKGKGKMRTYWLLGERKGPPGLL
# sPLA2-III inh: human group III sPLA2 inhibitors, primary screen, biochemical, QFRET, BODIPY PC-A2 liposome substrate; QFRET BODIPY PC-A2 liposome hydrolysis, fluorescence; inhibition, % at 12.2 µM; actives 0.56% (n = 370,000); AID 743126, 2013;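 active = inhibition above mean plus 3 SD of compounds lying within the high and low control bounds, cut at about 19% in these data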;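 also: 0% = median of test compound wells and 100% = no enzyme DMSO wells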
# Tn6 DDE FP: inhibitors of Tn6 peptide binding to fibrin DD(E), primary screen, biochemical, fluorescence polarization, human fibrin, Tn6 probe; Fibrinogen beta chain (Homo sapiens), P02675; Fibrin DD(E) TRITC-Tn6 fluorescence polarization displacement; inhibition, % at 8.3 µM; actives 0.21% (n = 370,000); AID 720509, 2013;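 active = inhibition above a per-campaign cutoff: mean of compounds within control limits plus 3 SD, cut at about 15% in these data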;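 also: 0% = median of all compound wells on the plate and 100% = blocking peptide control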
# proKLK7 act: proKLK7 zymogen activators, primary screen, biochemical, fluorescence intensity; actives 0.9% (n = 370,000); AID 652039, 2013; purified proKLK7, EDANS-DABCYL substrate fluorescence; 100% is mature enzyme control, 0% vehicle; Kallikrein-7 (Homo sapiens), P49862; activation, % at 7 µM;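 active = activation above the mean of all tested compounds plus 3 SD, computed per campaign excluding outliers beyond control limits, cut at about 13% in these data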
# An asterisk follows results filed as active; i = inactive; nt = no result given.
SMILES,ASAP1 inh,FXN GAA850 act,ADAM10 inh,NPR1 activator,rCAG binder,ARFGAP1 inhibitor,GC-B act,sPLA2-III inh,Tn6 DDE FP,proKLK7 act
CCc1nc2ccc(C(=O)NCCN3CCCC3)cn2c1N(C)Cc1ccc(OC)cc1,14,0.2,-7,2,7,-5,7,-4,-11,-0.1
CCOC(=O)COc1cccc2c(=O)n(CC(N)=O)ccc12,-4,-1.0,-21,1,3,-1,-2,1,1,-0.1
CCCn1c(SCC(=O)Nc2nc3ccccc3s2)nc2c1c(=O)n(C)c(=O)n2C,-4,-1.8,-4,5,-2,-5,4,2,9,0.2
COc1cc2c(cc1OC)CN(c1ccc(F)cc1[N+](=O)[O-])CC2,-1,6.1,-47,-6,7,4,-3,4,-6,-0.5
Cc1cc(Cl)ccc1NC(=O)C1CCCN1C(=O)c1cccs1 (stereo not drawn),-6,-1.0,0,0,-2,2,2,5,-2,-0.8
CCn1c(CC(=O)Nc2ccc(Cl)c(Cl)c2)nnc1SCc1ccc(Cl)cc1,6,1.0,-12,-2,7,1,-3,6,3,0.2
COC(=O)c1ccc(-n2c(C)cc(/C=N/Nc3nc(C)cc(=O)[nH]3)c2C)cc1,3,0.6,8,3,10,3,1,2,5,0.0
C=CCN1[C@H](CC(C)C)COc2cc(N3CCSCC3)ccc2S1(=O)=O,nt,nt,-2,-1,6,nt,6,7,0,1.0
CN(C(=O)c1coc(=O)c2ccccc12)c1ccc(F)cc1,6,2.7,10,-17,0,1,-16,0,4,-1.2
O=C(c1cc(-c2ccncc2)nc2ccc(Br)cc12)N1CCN(Cc2ccc3c(c2)OCO3)CC1,3,-0.5,0,-7,2,-11,2,-1,5,0.2
Nc1cccc(-c2cccc3nncn23)c1,-1,-0.6,-11,-5,0,11,-2,5,-2,29*
Cc1cc(/C=N/NC(=O)c2cccs2)c(C)n1-c1ccccc1,-6,-11,-1,-5,4,-8,-9,7,1,-1.2
COc1cc2cc(CN(CCCN3CCOCC3)Cc3nnnn3Cc3ccccc3)c(=O)[nH]c2cc1OC,-1,1.8,i,0,-4,5,-4,12,-11,15*
C[C@H](CO)N1C[C@H](C)[C@@H](CN(C)S(=O)(=O)c2ccccc2)Oc2c(NS(=O)(=O)c3ccccc3)cccc2C1=O,12,-0.5,-5,0,7,1,-1,-9,6,-0.9
Cc1ccc(SCC2=NNC(=O)C2)cc1,1,-1.2,7,-2,16,9,4,-51,4,-0.6
O=C(NCc1cccs1)c1csc([C@@H]2C[C@H](O)[C@@H](CO)O2)n1,3,0.0,-8,1,2,-1,5,3,1,0.3
COC(=O)c1ccc(CN(c2ccccc2OC)S(=O)(=O)c2cccs2)o1,6,-2.6,-8,0,-7,3,-8,0,-1,-0.3
CCOC(=O)C1(Cc2ccccc2)CCCN(S(=O)(=O)N(C)C)C1 (stereo not drawn),-9,-1.8,6,-5,-4,7,6,-4,-2,0.3
CCOc1ccc(-c2cc(C(=O)NCCCN3CCN(CC)CC3)c3ccccc3n2)cc1,10,1.2,i,-1,-1,-1,9,1,-2,57*
CCCCc1nc(S(=O)(=O)c2ccc(Cl)cc2)c(N2CCOCC2)o1,-12,-0.2,-1,-5,4,-1,-3,3,-2,-0.1
CCCCNc1nc2cccnc2s1,-12,2.2,-8,0,-1,0,0,8,-7,-0.2
COc1cccc(NC(=S)NN=C2CCCCCC2)c1,3,1.9,2,3,-1,11,-2,13,-9,-0.8
O=C(OCC(=O)N(Cc1ccccc1)Cc1ccccc1)c1ccccc1O,-6,-0.3,-3,-2,6,-12,4,-7,1,0.1
COc1cc(/C=C(\C#N)C(=O)Nc2ccccc2C(=O)O)cc(Cl)c1OC,8,-0.3,-11,-8,47*,-6,-10,-10,-8,0.4
O=C(Cc1ccc(NC(=O)C2CCCN(C(=O)C3CC3)C2)cc1)Nc1cccc(C(=O)N2CCCCC2)c1 (stereo not drawn),-1,-1.4,-9,-3,3,-7,2,4,-6,0.0

# One compound at a time, as listed above. Screens in order: ASAP1 inh	FXN GAA850 act	ADAM10 inh	NPR1 activator	rCAG binder	ARFGAP1 inhibitor	GC-B act	sPLA2-III inh	Tn6 DDE FP	proKLK7 act
# Shown for CN(C(=O)c1coc(=O)c2ccccc12)c1ccc(F)cc1 → 6	2.7	10	-17	0	1	-16	0	4	-1.2
# Shown for Cc1cc(/C=N/NC(=O)c2cccs2)c(C)n1-c1ccccc1 → -6	-11	-1	-5	4	-8	-9	7	1	-1.2
# Shown for CCOC(=O)COc1cccc2c(=O)n(CC(N)=O)ccc12 → -4	-1.0	-21	1	3	-1	-2	1	1	-0.1
# Shown for COc1cc2c(cc1OC)CN(c1ccc(F)cc1[N+](=O)[O-])CC2 → -1	6.1	-47	-6	7	4	-3	4	-6	-0.5
# Shown for COc1cccc(NC(=S)NN=C2CCCCCC2)c1 → 3	1.9	2	3	-1	11	-2	13	-9	-0.8

# (further entries)
SMILES,ASAP1 inh,FXN GAA850 act,ADAM10 inh,NPR1 activator,rCAG binder,ARFGAP1 inhibitor,GC-B act,sPLA2-III inh,Tn6 DDE FP,proKLK7 act
Cc1csc(-c2nc3ccccc3n2C(C(=O)NC(C)(C)C)c2cc3ccccc3o2)c1 (stereo not drawn),-12,nt,-88,-1,16,11,-3,1,-3,0.4
COc1cc2cc(CCCOC(=O)c3ccc(F)cc3)oc(=O)c2cc1OC,-12,2.6,-13,-1,-8,13,-5,2,2,-0.5
Cc1cc(C)nc(N2CCC(C(=O)NNC(=O)c3ccccc3)CC2)n1,-2,1.6,-18,1,3,4,-1,1,-1,0.6
Brc1ccc(Nc2c3c(nc4ncnn24)CCC3)cc1,3,1.9,-11,-2,-2,1,5,0,-2,0.3
CCOc1ccc(NC(=O)C2CCCN(S(=O)(=O)c3ccc4c(c3)CC(C)N4C(C)=O)C2)cc1 (stereo not drawn),20,-0.7,3,2,-2,-12,-1,1,7,-0.3
CCN(CC)c1nc(N(CC)CC)[nH]c(=O)n1,7,-0.6,5,-5,-2,-3,-4,-1,-1,-0.2
O=C(Nc1cc(C(F)(F)F)ccc1Cl)C(NCc1ccccc1)c1ccccc1 (stereo not drawn),-8,-0.7,3,-3,-2,-5,7,-6,2,-0.1
CC1=C(C(=O)OCc2ccccc2)C(c2ccsc2)C(C#N)=C(N)O1 (stereo not drawn),-3,-3.2,-8,0,5,-3,0,-28,-2,0.5
COC(=O)c1cccc(NC(=O)c2ccc3c(c2)C(=O)N(CC2CCCO2)C3=O)c1 (stereo not drawn),13,0.5,-4,7,-4,11,6,7,-8,-0.7
CC(C)(C)c1nn(-c2ccccc2)c2[nH]c(=O)c(C=O)cc12,-7,0.2,78*,5,3,-6,0,-3,0,0.1
CCOC(=O)c1[nH]c(Cc2[nH]c(C(=O)OCC)c(C)c2CCC(=O)OC)c(CCC(=O)OC)c1C,-5,-1.1,6,-2,-9,-5,4,-3,-2,0.3
COc1cc(CN2CCCN(C)CC2)cc([N+](=O)[O-])c1O,-1,1.1,0,-5,-3,7,2,5,-4,-0.2
CN(CC(=O)Nc1ccccc1Cl)C(=O)COC(=O)CCN1C(=O)C2CC=CCC2C1=O (stereo not drawn),-5,0.7,-3,3,-5,-6,-2,0,-2,0.7
C/C(=N\NC(=O)C1(C)CC1(Br)Br)c1ccc(NC(=O)C2CCC2)cc1 (stereo not drawn),3,0.8,9,5,-2,-17,4,-5,2,0.2
CN(C)CCCOC(=O)N1c2ccccc2C=Cc2ccccc21,0,-0.7,-3,-41,-3,12,-14,-2,-2,-0.1
COc1ccc(/C=N/NC(=O)c2ccncc2)cc1COc1ccc(NC(C)=O)cc1,13,nt,1,-1,-2,11,-1,10,-2,0.7
O=C(O)CCC(=O)NNC(=O)CCC(=O)NCc1ccccc1,14,1.6,7,-3,-2,3,-4,1,-12,0.5
Cc1cc(C)cc(OC[C@@H](O)CN2CCC(C(O)(c3ccccc3)c3ccccc3)CC2)c1,nt,nt,5,-10,0,nt,-8,-20,7,0.0
O=C(CCCc1nc(-c2ccc(Cl)cc2)no1)NC1CCCCC1,-6,0.8,-2,6,-3,-2,-1,-2,-5,-0.6
CC1=CSC2=NS(=O)(=O)CCN12,-10,-0.9,-9,0,0,6,2,12,-3,0.1
COc1ccc(NC(=S)Nc2ccccc2OC)c(OC)c1,15,-0.3,8,2,0,8,6,8,-8,0.2
CC(C)(C)n1nnnc1C(c1cccnc1)N(Cc1ccccc1)Cc1ccco1 (stereo not drawn),2,7.9*,9,-31,6,-1,-25,-7,-1,-0.5
Cn1c(SCC(=O)Nc2ccc3c(c2)OCCO3)nnc1C1CC1,2,0.1,-2,-4,0,9,-1,-1,7,-0.3
CCn1nc(NC(=O)c2cccnc2)c2cc3cccc(C)c3nc21,7,-1.7,-5,10,4,3,-5,-6,2,-0.3
NC(=O)CSc1nnc2ccc(-c3ccco3)nn12,7,0.2,-172,4,-1,-2,-5,2,5,12
# The list goes on.
SMILES,ASAP1 inh,FXN GAA850 act,ADAM10 inh,NPR1 activator,rCAG binder,ARFGAP1 inhibitor,GC-B act,sPLA2-III inh,Tn6 DDE FP,proKLK7 act
O[C@H]1CN(CC2CCCCC2)[C@@H](c2ccccc2)C[C@@H]1n1cc(C2CC2)nn1,0,1.5,3,2,1,10,3,-7,-2,0.1
O=C(COc1ccc(F)cc1)N1CCc2ccccc2C1,-7,2.6,7,1,-4,1,-5,3,2,0.0
NC(=O)c1ccccc1NC(=O)CC12CC3CC(CC(C3)C1)C2,-3,0.6,6,2,-6,-8,-1,-4,1,0.8
NC(=O)NN=C1CCn2cccc21,-5,2.3,-23,3,0,-8,6,5,3,1.3
CCOC(=O)c1ccccc1NC(=O)CN(c1ccccc1OC)S(C)(=O)=O,-5,0.9,11,-9,2,10,-2,4,11,0.7
CC(=O)NC(Cc1ccccc1)C(=O)NC1CCN(C(=O)c2ccc([N+](=O)[O-])cc2)CC1 (stereo not drawn),14,-0.9,1,2,-1,16,4,1,10,0.4
COc1ccc(Nc2c(-c3cccc(OC)c3)nc3nc(C)cc(C)n23)cc1,9,nt,-18,33,6,-1,29,16,1,-6.0
Cc1c(-c2ccccc2)[n+](=O)c2c(n1[O-])CCC2,-5,3.4,5,3,2,14,3,0,-6,0.0
Cc1ccc(NC(=O)C2(C)CCN2CCc2ccccc2)cc1O (stereo not drawn),-17,-0.8,10,1,-2,19,-4,-7,3,-0.2
CCOC(=O)c1c(NC(=S)NCCc2ccccc2)sc2c1CC(C(C)C)OC2 (stereo not drawn),14,1.5,-5,1,9,-5,3,4,5,0.7
O=C(CSc1nnc(C2CC2)n1C1CC1)Nc1cccc(Br)c1,-19,1.0,-6,-4,1,3,-2,2,-4,0.3
COc1ccc(CCNC(=O)CSc2nnnn2-c2ccccc2OC)cc1OC,-18,0.0,-13,2,0,19,2,7,-1,0.0
